From PubChem BioAssay
Lipid storage S3: qHTS Assay for Lipid Storage Modulators in Drosophila S3 Cells; Drosophila S3 cells, BODIPY lipid droplet fluorescence, 18-24 h; cells fed with added oleic acid; Potency in µM for hits, for the others lipid storage change, negative = inhibition, % at the top dose, mostly 46.1 µM; 320,000 compounds, 0.64% hits; AID 2685; active = well fitted inhibition curve with a large enough effect in the signal ratio, with a control signal flat, not every such curve was filed as active; inconclusive = small, poorly fitted or top-dose-only effect, or effect the other way, or a change in a side signal; the % refers to the signal ratio
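Drosophila S3 cells loaded with oleic acid (400 uM, as added) and compounds at several concentrations; lipid droplets imaged by 488-nm laser-scanning cytometry, 500–530 nm intensity and object ratio to cell channel. Percent activity normalized to 20 uM Triacsin C.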
Lipid storage S3 cell count max: also measured in Lipid storage S3; calls as there; cell number change, %; measured here: cell count max response;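 cells counted by Cell Tracker Red CMTPX staining in the red channel; peak over a dose series mostly up to 46.1 µM; percent activity relative to internal control wells on each plate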
* hit, by the source's call; [ ] = dose if it differs, or a comment. % is scaled to controls: 0 for no effect and ±100 for the full control effect; potency is read from the fitted curve at half-maximal effect. These rows are one share of the data. The share of hits here may be higher or lower than overall.

For Cc1nnc(NC(=O)CSc2nc(C3CCCCC3)nc3ccccc23)s1 the results were Lipid storage S3 inconclusive.
Screening CC/C(=N/Nc1cccc(C)c1)c1cnnc(SC)n1 returned Lipid storage S3 inconclusive.
For COc1ccc(C(CNC(=O)c2ccc(S(=O)(=O)N(C)C)cc2)N2CCCCC2)cc1 (stereo unspecified) the results were Lipid storage S3 inconclusive.
For CCOC(=O)c1ccc(NC(=S)NC(=O)c2cncc(Br)c2)cc1 the results were Lipid storage S3 inconclusive.
Screening COc1cc(/C=C(\C#N)C(=O)N2CCOCC2)cc(Br)c1O returned Lipid storage S3 inconclusive.
`Cc1ccc(-n2c3c(c(=O)[nH]c2=O)C(NS(=O)(=O)c2ccc(C)cc2)(C(F)(F)F)C(=O)N3)cc1` (stereo unspecified) gave Lipid storage S3 7.9% and Lipid storage S3 cell count max -0.9.
CC(Oc1ccccc1F)C(=O)NN (stereo unspecified) was read as Lipid storage S3 12.7% and Lipid storage S3 cell count max -1.3.
For Cn1c(=O)n(C)c2cc(S(=O)(=O)Nc3ccc(F)cc3)ccc21 the results were Lipid storage S3 -11.6% and Lipid storage S3 cell count max 2.6.
`COc1cc(OC)cc(C(=O)Nc2ccc(-c3nc4ccccc4o3)cc2)c1` gave Lipid storage S3 -5.8% and Lipid storage S3 cell count max -22.8.
Screening C=CCn1c(-c2cccn(Cc3ccc(Cl)cc3Cl)c2=O)n[nH]c1=S returned Lipid storage S3 -5.6% and Lipid storage S3 cell count max 15.0.
For O=[N+]([O-])c1cc([N+](=O)[O-])c(Oc2ccc(F)cc2F)cc1NN1CCCCC1 the results were Lipid storage S3 inactive and Lipid storage S3 cell count max -15.0.
`Cc1ccccc1OCC(O)Cn1c(NCc2ccco2)nc2c1c(=O)n(C)c(=O)n2C` (stereo unspecified) gave Lipid storage S3 inconclusive.
Cc1onc(-c2ccccc2)c1C(=O)NCCc1ccc(S(N)(=O)=O)cc1 was read as Lipid storage S3 inconclusive.
`CCCCCCCCCCCC(=O)N1CC(=O)NC(=O)C1` gave Lipid storage S3 -4.6% and Lipid storage S3 cell count max 7.0.
Screening CCCCN(CC)CCNc1c(NC2CCN(C(=O)OCC)CC2)c(=O)c1=O returned Lipid storage S3 inconclusive.
Cc1cccc(OCCC(=O)Nc2ccccc2C(N)=O)c1 was read as Lipid storage S3 inactive.
C=CCC1c2cccc(C(=O)O)c2C(=O)N1c1ccc(F)cc1 (stereo unspecified) was read as Lipid storage S3 15.5% and Lipid storage S3 cell count max 2.8.
COc1ccc(C(=O)CCC(=O)O)cc1 was read as Lipid storage S3 inconclusive.
Screening CCOc1ccc2oc(-c3ccccc3)c(C(=O)N3CCN(C)CC3)c2c1 returned Lipid storage S3 inconclusive.
`Cc1csc(NC(=O)c2ccc(Cl)nc2)n1` gave Lipid storage S3 1.1% and Lipid storage S3 cell count max 14.4.
CCn1c(=O)cc(OCC(=O)NCCCN2CCC(C)CC2)c2ccccc21 was read as Lipid storage S3 inconclusive.
`COc1ccc(C(=O)c2c[nH]c(C(=O)NCc3ccco3)c2)cc1` gave Lipid storage S3 -8.7% and Lipid storage S3 cell count max -10.6.
Fc1ccccc1N1CCN(C2CCCN(Cc3ccccc3C(F)(F)F)C2)CC1 (stereo unspecified) was read as Lipid storage S3 203.4% and Lipid storage S3 cell count max 9.5.
Screening O=C(NCc1ccncc1)C(=O)NC1CC1 returned Lipid storage S3 0.7%.
For Oc1ccc(/C=N/Nc2ccnc3cc(Cl)ccc23)cc1O the results were Lipid storage S3 inconclusive.
Screening CCOC(=O)C1=C(O)/C(=C/c2ccc(OCC(=O)Nc3ccc(C)cc3)cc2)N=C1C returned Lipid storage S3 inconclusive.
`CCN(CC)C(=O)CN1C(=O)C2(NC(=O)c3ccccc3N2)c2ccccc21` (stereo unspecified) gave Lipid storage S3 -10.1% and Lipid storage S3 cell count max -1.0.
CC(OC(=O)CSc1ccc([N+](=O)[O-])cc1)C(=O)NC1CC1 (stereo unspecified) was read as Lipid storage S3 inconclusive.
O=C(COC(=O)c1ccc([N+](=O)[O-])s1)NC(=O)NCc1ccccc1 was read as Lipid storage S3 -12.6% and Lipid storage S3 cell count max -4.9.
Screening COc1cccc(OCC(O)CN2CCOCC2)c1 (stereo unspecified) returned Lipid storage S3 inconclusive.

Grouped by structure, the compounds so far containing a furan ring, fused or not
`Cc1ccccc1OCC(O)Cn1c(NCc2ccco2)nc2c1c(=O)n(C)c(=O)n2C` (stereo unspecified) gave Lipid storage S3 inconclusive.
Screening CCOc1ccc2oc(-c3ccccc3)c(C(=O)N3CCN(C)CC3)c2c1 returned Lipid storage S3 inconclusive.
`COc1ccc(C(=O)c2c[nH]c(C(=O)NCc3ccco3)c2)cc1` gave Lipid storage S3 -8.7% and Lipid storage S3 cell count max -10.6.

Next records
`Cc1sc2nc3n(c(=O)c2c1C)Cc1ccccc1-3` gave Lipid storage S3 inconclusive.
NC(=O)C1(N2CCCCC2)CCN(C(=O)c2ccc(C#Cc3ccccc3)o2)CC1 was read as Lipid storage S3 3.5% and Lipid storage S3 cell count max -17.3.
For COc1ccc(CNS(=O)(=O)c2ccc3c(c2)N(C)CCO3)cc1 the results were Lipid storage S3 inconclusive.
Screening CCN(CC)CC(=O)Nc1ccc(-c2ccc(NC(=O)CN(CC)CC)c(OC)c2)cc1OC returned Lipid storage S3 inconclusive.
For O=C(O)c1ccccc1CSc1ccccn1 the results were Lipid storage S3 -24.5% and Lipid storage S3 cell count max -1.4.
For CCOC(=O)N1CCN=C1SCc1ccc(Cl)c(Cl)c1 the results were Lipid storage S3 15.0% and Lipid storage S3 cell count max 8.4.
`CCC(Oc1ccccc1)C(=O)Nc1ccc(S(=O)(=O)NCC2CCCO2)cc1` (stereo unspecified) gave Lipid storage S3 17.1% and Lipid storage S3 cell count max 0.2.
For CN(C)/C=N/C(=S)Nc1cc(Cl)cc(Cl)c1 the results were Lipid storage S3 18.9% and Lipid storage S3 cell count max 18.2.
For CCC(=O)NCCc1nc2cc(NC(=O)c3cccs3)ccc2n1C the results were Lipid storage S3 8.3% and Lipid storage S3 cell count max 2.1.
O=C(O)c1ccc(CSc2nc(-c3ccccc3)cc(C(F)(F)F)n2)cc1 was read as Lipid storage S3 -2.8% and Lipid storage S3 cell count max 1.1.
For CC(C)Oc1ccc(S(=O)(=O)N2CCOCC2)cc1NC(=O)CC1CCCC1 the results were Lipid storage S3 inconclusive.
O=C(NC(=S)Nc1ccc(O)cc1)c1ccccc1Cl was read as Lipid storage S3 -13.7% and Lipid storage S3 cell count max 1.2.
Screening COc1cccc(/C=N/n2c(=O)[nH]c3ccccc32)c1OC returned Lipid storage S3 -5.3% and Lipid storage S3 cell count max 0.1.
`CC(=O)Nc1ccc(-c2csc(Nc3cccc(C)n3)n2)cc1` gave Lipid storage S3 inconclusive.
CCOc1ccc2nc(SCC(=O)Nc3ccc4[nH]c(=O)[nH]c4c3)[nH]c2c1 was read as Lipid storage S3 23.7%[0.0737 µM] and Lipid storage S3 cell count max 15.8.
For NNC(=O)c1oc2nc(-c3ccc(Cl)cc3)cc(-c3ccccc3)c2c1N the results were Lipid storage S3 inconclusive.
Screening CCOc1c(Br)cc(C(=O)N2CCCN(C)CC2)cc1OC returned Lipid storage S3 inconclusive.
Cc1c(CC(=O)O)c(=O)oc2cc(OCc3nn[nH]n3)ccc12 was read as Lipid storage S3 -0.3% and Lipid storage S3 cell count max -4.9.
Screening COc1ccc(NS(=O)(=O)c2nnc(NC(=O)c3ccccc3F)s2)cc1 returned Lipid storage S3 4.7% and Lipid storage S3 cell count max -8.7.
Screening COc1ccccc1CN(C)C(=O)c1ccccc1Sc1ccccc1C#N returned Lipid storage S3 inconclusive.
Screening CCCCS(=O)c1snnc1C (stereo unspecified) returned Lipid storage S3 inconclusive.
Screening Cc1n[nH]c(C)c1N=Nc1cc(Cl)ccc1Cl returned Lipid storage S3 -0.5%.
`CC(CCc1ccccc1)NC(=O)CCc1cn(C)c2ccccc12` (stereo unspecified) gave Lipid storage S3 inconclusive.
For [O-][n+]1ccc(C2CC2)cc1 the results were Lipid storage S3 inconclusive.
CN(c1ccc(C(=O)N2CCN(Cc3ccccc3)CC2)cc1)S(=O)(=O)c1ccccc1 was read as Lipid storage S3 inactive and Lipid storage S3 cell count max 4.6.
Screening O=C(CSc1ccccn1)N/N=C/c1cccc([N+](=O)[O-])c1 returned Lipid storage S3 15.9% and Lipid storage S3 cell count max 20.6.
`COc1ccccc1OC(C)C(=O)NNC(=S)NC1CCCC1` (stereo unspecified) gave Lipid storage S3 -9.8% and Lipid storage S3 cell count max -6.9.
CCCS(=O)(=O)c1nc(S(=O)(=O)c2ccc(C)cc2)c(NCCCN(C)C)s1 was read as Lipid storage S3 1.4% and Lipid storage S3 cell count max 6.7.
`O=C(COC(=O)c1ccccn1)Nc1cccc(Cl)c1` gave Lipid storage S3 -15.1% and Lipid storage S3 cell count max -4.9.
`Cc1nn(-c2ccccc2)c(Cl)c1/C=C1\SC(=S)N(CCCCCC(=O)O)C1=O` gave Lipid storage S3 inconclusive.
`Cc1cc(/C=C(\C#N)C(=O)O)c(C)n1C1CC1` gave Lipid storage S3 inconclusive.
CCSc1nnc(NC(=O)CSc2nc3c(c(=O)n2-c2ccccc2OC)SCC3)s1 was read as Lipid storage S3 7.4% and Lipid storage S3 cell count max -5.0.
Screening COc1cc(C2NCCc3c2[nH]c2ccccc32)ccc1OC(C)C (stereo unspecified) returned Lipid storage S3 -3.4% and Lipid storage S3 cell count max 1.7.
`O=C(O)CSCC(=O)c1ccccc1` gave Lipid storage S3 inconclusive.
COc1ccc(N(C(=O)c2ccco2)C(C(=O)NC2CCCC2)c2cccnc2)c(OC)c1 (stereo unspecified) was read as Lipid storage S3 inconclusive.
For O=C1CN(C(=O)COC(=O)/C=C/c2ccco2)c2ccccc2N1 the results were Lipid storage S3 inconclusive.
Screening Cc1ccccc1N1C(=O)CC(Sc2nnc(-c3ccccc3)o2)C1=O (stereo unspecified) returned Lipid storage S3 inconclusive.
`O=C(Nc1ccc2c(c1)OCO2)c1c(F)c(F)c(F)c(F)c1F` gave Lipid storage S3 inconclusive.
COc1cc(Cl)c(S(=O)(=O)N2CCCC2)cc1Cl was read as Lipid storage S3 -11.8%.
`CCN(c1cccc(C)c1)S(=O)(=O)c1ccc2c3c(cccc13)C(=O)N2` gave Lipid storage S3 -7.9% and Lipid storage S3 cell count max -12.2.
`O=C(Nc1ccc([N+](=O)[O-])cc1)Nc1ccc2c(c1)OCCO2` gave Lipid storage S3 0.7% and Lipid storage S3 cell count max -9.8.
`CCOc1ccc(NC(=O)CN2CCCC2c2cccs2)cc1S(=O)(=O)N1CCCCC1` (stereo unspecified) gave Lipid storage S3 inconclusive.
For CCc1cccc(NC(=S)Nc2ccc(CN3CCOCC3)cc2)c1 the results were Lipid storage S3 -6.1% and Lipid storage S3 cell count max -8.1.
For CS(=O)(=O)N1CCN(c2ccc(NC(=S)NC(=O)c3cccs3)cc2)CC1 the results were Lipid storage S3 0.1% and Lipid storage S3 cell count max 23.1.
For COc1ccc(CN(C)C(=O)/C=C/c2ccc(S(=O)(=O)N3CCCCCC3)cc2)cc1 the results were Lipid storage S3 inconclusive.
COc1ccc(C(O)P(=O)(OCC(C)C)OCC(C)C)c(OC)c1 (stereo unspecified) was read as Lipid storage S3 inconclusive.
Screening O=C1NC(=S)S/C1=C\c1ccc(SCc2ccccc2)o1 returned Lipid storage S3 inconclusive.
C/C=C/C(=O)Nc1cccc(C(F)(F)F)c1 was read as Lipid storage S3 16.2% and Lipid storage S3 cell count max 9.8.
For CSCCC(Nc1ncnc2ccc(Br)cc12)C(=O)O (stereo unspecified) the results were Lipid storage S3 3.2% and Lipid storage S3 cell count max -8.5.
For CCc1noc(C)c1C(=O)Nc1nc(-c2cc(C)ccc2C)c(C)s1 the results were Lipid storage S3 inconclusive.
For Cc1c(O)ccoc1=O the results were Lipid storage S3 -0.6% and Lipid storage S3 cell count max 8.4.
Cn1cc(C(=O)c2ccc(Cl)cc2Cl)cc1C(=O)N/N=C(\N)COc1ccc(Cl)cc1 was read as Lipid storage S3 inconclusive.
For CCOC(=O)c1ccc(NC(=O)CSc2ncccn2)cc1 the results were Lipid storage S3 inactive.
`CN1C=CC=C/C1=C1\SC(=S)N(N)C1=O` gave Lipid storage S3 inconclusive.
Screening COCCNC(=O)C(c1ccco1)N(C(=O)Cn1nnc2ccccc21)c1cccc(C)c1C (stereo unspecified) returned Lipid storage S3 inactive.
Screening Cc1noc(C)c1COC(=O)C1CCN(C(=O)c2ccc(Cl)cc2)CC1 returned Lipid storage S3 inconclusive.
For O=C(COc1ccccc1)NCCSc1ccccc1 the results were Lipid storage S3 inactive and Lipid storage S3 cell count max 0.5.
`Fc1ccc(Nc2c(-c3ccco3)nc3ccccn23)cc1` gave Lipid storage S3 inconclusive.

Molecules shown so far with a cyano group:
Screening COc1cc(/C=C(\C#N)C(=O)N2CCOCC2)cc(Br)c1O returned Lipid storage S3 inconclusive.
Screening COc1ccccc1CN(C)C(=O)c1ccccc1Sc1ccccc1C#N returned Lipid storage S3 inconclusive.
`Cc1cc(/C=C(\C#N)C(=O)O)c(C)n1C1CC1` gave Lipid storage S3 inconclusive.

Quoted at random: 2 records from the list.
For CCOC(=O)c1ccc(NC(=O)CSc2ncccn2)cc1 the results were Lipid storage S3 inactive.
C/C=C/C(=O)Nc1cccc(C(F)(F)F)c1 was read as Lipid storage S3 16.2% and Lipid storage S3 cell count max 9.8.
